Compound activity deposited in PubChem by National Center for Advancing Translational Sciences (NCATS).
IL-1B inflam inh: inhibitors of inflammasome signaling (IL-1 beta secretion). THP-1 LPS/ATP IL-1B secretion, AlphaLISA, 16 h; stronger effect = lower value. activity change, % at 57.5 µM. actives 4.7% (n = 360,000); in the data active means activity change below about -50%; inconclusive means mostly about -30% to -49%; further: on the % scale 0 is the no-effect control and ±100 the full control effect
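THP-1 cells pretreated 1 hr with compounds (up to 57.5 uM final), then stimulated with LPS (250 ng/mL final) plus ATP (1.25 mM final); secreted IL-1B measured by AlphaLISA after 16 hr, decreased signal indicating inhibition.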
TGFb SMAD3 inh: TGF-b pathway inhibition; HepG2 CAGA-GFP TGF-b/SMAD3 reporter, GFP fluorescence, 18 h; TGF-beta stimulated, 500 pg/mL final; Potency, µM (series often up to 46.1 µM), without a hit: at the top dose activity, negative = inhibition, usual class: inhibitors; actives 1.2% (n = 410,000); AID 588855; further: potency means the concentration at half of the fitted maximal effect; on the % scale 0 is the no-effect control and ±100 the full control effect; nearly all actives have a fitted effect of over 65% in size
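Smad-responsive CAGA-GFP expression was quantified in HEPG2 cells exposed to compounds and 500 pg/mL final TGF-beta for 18 h at 37 degrees C; unstimulated wells defined full inhibition.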
HepG2 viability: kills HepG2 cells in TGF-b inhibitor counter-screen; HepG2 CAGA-GFP viability, ATP luminescence, 18 h; Potency, µM (titrated, usually from 46.1 µM), inactives show top-dose activity change, negative = cytotoxicity, actives largely listed as cytotoxic; actives 0.76% (n = 410,000); AID 588856; further: potency means the concentration at half of the fitted maximal effect; some results filed as inactive show a strong effect at the top dose
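HepG2 CAGA-GFP cells (1000/well, DMEM with 1% FBS) received compound, then TGF-beta at 500 pg/mL final, and were incubated 18 hours at 37 degrees C. Viability was read by CellTiter-Glo luminescence. Media-only wells were set as complete cell-killing and DMSO as no toxicity.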
A549 viability: kills or reduces viability of A549 cells in Nrf2 counter-screen. Potency, µM (series often up to 46 µM), for the others: at the highest dose activity change, negative = cytotoxicity, usual class: inhibitors. A549 ARE-Fluc cells, CellTiter-Fluor viability, 18-24 h. actives 0.16% (n = 390,000). AID 504648; further: potency means the concentration at half of the fitted maximal effect; on the % scale 0 is the no-effect control and ±100 the full control effect
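A549 ARE-Fluc cells in 5% FBS OPTI-MEM, 5000 cells/well, rested 2 h then exposed to compounds in concentration-response for 18-24 h at 37 °C. Viability by CellTiter-Fluor fluorescence (Ex 405/Em 525) after 30 min; luciferase luminescence (BugLite, 15 min, RT) read afterwards.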
Nrf2 ARE act: activators of Nrf2 (ARE) signaling | Potency, µM (highest dose often 46.1 µM), for the others: at the top dose activation, most hits filed as activators | actives 0.31% (n = 410,000) | AREc32 ARE-luciferase reporter (MCF7-derived line), luminescence, 24 h; further: potency means the concentration at half of the fitted maximal effect; % of control where 0% means no effect; nearly all actives have a fitted effect of over 65% in size
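AREc32 cells carrying an ARE-driven firefly luciferase reporter were seeded at 1000 cells/well in OPTI-MEM with 5% FBS, then exposed to compound for 24 hr at 37 deg C. Luminescence was read with Steady-Glo after 30 min at RT.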
Nrf2 inh: blocks Nrf2 signaling; A549 ARE-Fluc reporter, luciferase luminescence, 18-24 h; Potency, µM (doses to about 46 µM), for the others: top-dose activity change, negative = inhibition, usual class: inhibitors; actives 2.1% (n = 360,000); AID 504444; further: potency means the concentration at half of the fitted maximal effect; on the % scale 0 is the no-effect control and ±100 the full control effect; nearly all actives have a fitted effect of over 60% in size
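Cells were seeded and rested 2 h, then exposed to compounds for 18-24 h. CellTiter-Fluor was read first as a viability measure. BugLite was added 15 min before the final luminescent read of ARE-luciferase activity in A549 cells.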
S2 tox: viability counter-screen for ATXN expression inhibitors; S2 cells (HEK-293 line with an ATXN2-luciferase reporter) viability, CellTiter-Fluor protease fluorescence, 24 h; Potency, µM (top dose mostly 56.7 µM), actives largely listed as cytotoxic; actives 0.49% (n = 400,000); AID 651635; further: potency means the concentration at half of the fitted maximal effect; nearly all actives have a fitted effect of over 40% in size
ATXN2 expr inh: inhibitors of ATXN2 expression; AID 1745845; actives 0.72% (n = 360,000); HEK-293 ATXN2-luciferase reporter, luminescence, 24 h; Potency, µM (titrated, usually from 57 µM), for the others: top-dose activity change, negative = inhibition, hits mostly inhibitors; further: potency means the concentration at half of the fitted maximal effect; on the % scale 0 is the no-effect control and ±100 the full control effect; nearly all actives have a fitted effect of over 55% in size
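qHTS (up to 57 uM final) was run with 24 h compound exposure of reporter cells at 37 °C. Each well was multiplexed: SteadyGlo luminescence measured ATXN2-luciferase expression after a fluorogenic Gly-Phe-AFC viability readout (25 uM final).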
MCF10A rerep: induces DNA re-replication in MCF 10a normal breast cells; MCF 10A DNA re-replication, Hoechst nuclear intensity, 48 h; Potency, µM (series often up to 46.1 µM), inactives show at the top dose activity, positive = re-replication, most hits filed as activators; actives 2.9% (n = 350,000); further: potency means the concentration at half of the fitted maximal effect; % of control where 0% means no effect; nearly all actives have a fitted effect of over 50% in size
* hit, by the source's call; i = inactive; ? = inconclusive; . = no result given; [ ] = dose if it differs, or a comment. Unless noted, the call rests on the fitted dose curve; in most records, active means well fitted curve in the direction sought with a large enough effect; inconclusive means small, poorly fitted or top-dose-only effect, or another doubt; inactive means no such curve, though single readings can be large; an effect the other way counts as inactive or inconclusive. Outcome played no part in choosing rows. Share with any hit: about 8.8%.

SMILES	IL-1B inflam inh	TGFb SMAD3 inh	HepG2 viability	A549 viability	Nrf2 ARE act	Nrf2 inh	S2 tox	ATXN2 expr inh	MCF10A rerep
CCCCN1CC(=O)N2[C@@H]3c4cc(Br)ccc4OC[C@@H]3[C@H](C(=O)OCC)[C@]2(C)C1=O	15	-7%	-3%	1%	4.3%	-8%	i	-5%	3%
CC(C)Cc1nnc(NC(=O)CCC(=O)N2CCN(c3ccccc3)CC2)s1	-8	-14%	-6%	-2%	2.1%	0%	i	-21%	3%
Cc1ccc(/C=N/NC(=O)CSc2nc3ccccc3[nH]2)o1	-6	-4%	-13%	1%	4.2%	10%	i	22%	-4%
O=C(CNS(=O)(=O)c1ccc2ccccc2c1)OCc1nnc(-c2ccccc2)o1	11	-3%	-8%	-2%	0.4%	24%	i	-4%	-1%
CC1CCC/C(=C\Nc2ccc(C(=O)O)c(O)c2)C1=O (stereo unspecified)	5	0%	16%	-13%	4.5%	1%	i	46%[activator]	?
Cc1cc(C)c(NC(=O)/C(=C/c2ccco2)c2ccccc2)c(C)c1	21	13%	-22%	-9%	2.1%	-22%	i	-3%	1%
COc1ccccc1Oc1cc(C#N)c(C#N)cc1-n1nnc2ccccc21	?	1%	-5%	-11%	26%	?	i	-32%	21%
O=c1[nH]cnc(O)c1C(c1ccc([N+](=O)[O-])cc1)c1c(O)nc[nH]c1=O	-12	2%	18%	6%	-0.2%	-2%	?	.	-3%
CCOc1ccccc1C1CC(=O)Nc2cc(OC)c(OC)c(OC)c21 (stereo unspecified)	5	-1%	1%	-1%	-0.2%	.	i	27%	21%
COc1ccc(OC)c(C(=O)CSc2nc3ccccc3n2CC(=O)NC(C)(C)C)c1	-12	-12%	-13%	1%	0.2%	3%	i	-9%	-2%
Cc1cc(-c2ccccc2)c2nncn2n1	12	-10%	-8%	-1%	0.3%	-15%	i	-30%	-2%
CC(Sc1nnc(NC2CC2)s1)C(=O)Nc1ccc(S(N)(=O)=O)cc1 (stereo unspecified)	11	-11%	3%	-2%	-0.5%	?	i	3%	-14%
Cc1ccc2onc(CNC(=O)N(C)Cc3ccccc3)c2c1	.	-4%	-10%	-1%	4.5%	?	i	2%	.
COC(=O)CN(c1ccc(F)cc1)S(=O)(=O)c1ccc2c(c1)OCCO2	29	-11%	4%	2%	-0.8%	10%	i	2%	-2%
c1ccc(CCNc2nc(-c3ccncc3)nc3ccccc23)cc1	-6	0%	-60%	-4%	1.9%	?	i	?	?
CSc1ccc(CCNC(=O)CN2C(=O)CCSc3ccccc32)cc1	-3	-7%	-8%	13%	0.0%	-9%	i	-15%	0%
CCCc1nc2ccccc2c(C(=O)OCC(=O)Nc2c(C)n(C)n(-c3ccccc3)c2=O)c1CC	15	0%	-27%	3%	0.5%	-17%	i	-8%	0%
O=C(Nc1ccc2nc(N3CCOCC3)sc2c1)c1ccccc1	32	0%	1%	-1%	2.6%	24%	?	5%	?
CCOC(=O)C1=C(C)OC(N)=C(C#N)C1c1ccoc1 (stereo unspecified)	-11	17%	-2%	-3%	3.3%	-10%	i	4%	0%
C=C1C[C@H](O[C@@H]2O[C@H](CO)[C@@H](O)[C@H](O)[C@H]2O)[C@@H]2[C@H](OC(=O)[C@H]2C)[C@H]2[C@H](C)[C@H](O)C[C@@H]12	24	-17%	1%	3%	0.0%	2%	i	15%	-2%

Copied from the list:
A549 viability, Cc1cc(C)c(NC(=O)/C(=C/c2ccco2)c2ccccc2)c(C)c1 reads -9%
HepG2 viability, CSc1ccc(CCNC(=O)CN2C(=O)CCSc3ccccc32)cc1 reads -8%
IL-1B inflam inh, Cc1cc(-c2ccccc2)c2nncn2n1 reads 12

Following part:
SMILES	IL-1B inflam inh	TGFb SMAD3 inh	HepG2 viability	A549 viability	Nrf2 ARE act	Nrf2 inh	S2 tox	ATXN2 expr inh	MCF10A rerep
COc1ccc(S(=O)(=O)N2CCCCC2)cc1NC(=O)c1ccc(=O)[nH]c1	4	4%	5%	-6%	0.5%	13%	i	4%	19%
COP(=O)(OC)C(NC(=O)Nc1ccccc1)c1ccccc1 (stereo unspecified)	1	-4%	-7%	-2%	-0.2%	-1%	i	2%	8%
COc1ccccc1NC(=S)NC(NC(=O)CC(C)C)C(Cl)(Cl)Cl (stereo unspecified)	16	-13%	-26%	-8%	0.6%	-29%	i	9%	7%
CCCCC[C@H](O)/C=C/[C@@H]1[C@@H](C/C=C\CCCC(=O)O)[C@H]2CO[C@@H]1C2	2	2%	-37%	4%	4.4%	-2%	i	-11%	?
Cc1cc(C)n2nc(C(=O)N3CCOCC3)nc2n1	-4	-25%	1%	-3%	0.0%	1%	i	6%	-5%
Cc1nn(-c2ccccc2)c(C)c1/C=N/NC(=O)CSc1nnc(SCc2ccccc2Cl)s1	32	?	-21%	14%	3.6%	-8%	i	46%[activator]	1%
CC1(C)NC(=O)N(CC(O)COc2ccccc2[N+](=O)[O-])C1=O (stereo unspecified)	11	-3%	-19%	-1%	2.8%	-19%	i	12%	-2%
COc1ccc(-c2nnc(SCC(=O)c3ccc[nH]3)n2-c2ccccc2)cc1	3	?	10%	1%	2.2%	?	i	44%[activator]	?
COCCn1c(C)cc(C(=O)CSc2ncnc3sc4c(c23)CCC4)c1C	33	-14%	-5%	-4%	-0.8%	-5%	i	-2%	9%
Cc1ccc(CNC(=O)C2CC(=O)N(C3CCCCCCC3)C2)cc1 (stereo unspecified)	-1	-15%	-11%	-1%	-0.3%	8%	i	-5%	4%
Cc1sc2ncnc(SCC(=O)Nc3nc(-c4ccc(F)c(F)c4)cs3)c2c1C	33	9%	1%	-2%	0.4%	-9%	i	-14%	?
Cc1ccc(-n2nnnc2CNC(=O)C(C)(C)C)cc1C	.	7%	0%	-12%	-0.7%	.	.	.	.
COc1ccc(C(CNC(=O)CCNS(=O)(=O)c2ccc(Br)cc2)N2CCOCC2)cc1 (stereo unspecified)	10	-3%	5%	-3%	-0.3%	-22%	i	8%	-3%
CC(C)NC(=O)c1onc(CSc2ccc(F)c(F)c2)c1C(=O)O	4	-22%	-24%	7%	-0.9%	3%	i	170%[activator]	-31%
CC1CN(C(=O)N2CCC(C(=O)NCCC3=CCCCC3)CC2)c2cc(Cl)ccc2O1 (stereo unspecified)	.	?	3%	-1%	0.7%	-10%	.	.	.
Nc1nnnn1/N=C/C=C/c1ccccc1	-2	-20%	6%	0%	?	9%	i	36%	8%
CC(C)O/N=C1\C(=O)N(c2ccccc2)c2ccccc21	-28	4%	-7%	-3%	0.1%	3%	i	2%	12%
Cn1c(=O)n(CC(=O)Nc2ccccc2)c2ccccc21	4	-1%	0%	-2%	2.4%	11%	i	7%	1%
C[C@@H]1CN([C@@H](C)CO)S(=O)(=O)c2ccc(C#Cc3cccc(F)c3)cc2O[C@H]1CN(C)S(=O)(=O)c1cn(C)cn1	?	?	-2%	.	-0.2%	.	.	?	.
CC(C)(C)c1ccc(-c2nn(CCC#N)cc2/C=N/O)cc1	20	3%	-4%	4%	3.7%	-6%	i	.	26%
CCOC(=O)C1CCCN(C(=O)c2sc3nc(-c4ccc(F)cc4)cn3c2C)C1 (stereo unspecified)	0	-26%	-22%	10%	2.4%	3%	i	-8%	10%
Cc1ccc(C)c(NC(=O)Cn2c(=O)n(Cc3ccco3)c(=O)c3oc4ccccc4c32)c1	.	0%	-51%	-1%	3.4%	-14%	i	13%	.
CCOc1ccc(CNS(=O)(=O)c2c(C(=O)N3CCC(C)CC3)c(C)n(C)c2C)cc1OC	.	23%	11%	-5%	-0.2%	.	.	.	.
CC(CN1CCOCC1)OC(=O)C(C)(c1ccccc1)c1ccccc1 (stereo unspecified)	19	0%	-36%	-9%	-0.4%	-3%	i	-6%	-46%[inhibitor]
CCC(=O)Nc1ccc(C)cc1-c1nc2ccccc2n(CC(=O)c2ccc(C)cc2)c1=O	.	-3%	-2%	9%	0.3%	15%	.	.	.
CC(C)c1nn2c(=O)cc(COC(=O)c3ccc4c(c3)OCO4)nc2s1	.	-39%	-22%	8%	0.4%	12%	i	10%	.
CCOC(=O)Cc1csc(NC(=O)c2sc3nc4cc(C)ccc4cc3c2N)n1	13	67%[activator]	-13%	-2%	1.7%	-15%	i	-23%	13%
CCc1ccc(C2C(=O)c3ccccc3C2=O)cc1	39	6%	-3%	2%	1.4%	?	i	6%	0%
Cc1ccc(Nc2nnc(SCC(=O)c3ccc(O)cc3O)s2)cc1	31	1%	-41%	1%	4.2%	2%	i	4%	?
Cn1ccnc1CC(C)(O)c1ccccc1 (stereo unspecified)	3	7%	9%	.	-0.1%	.	i	.	.
CCc1ccc(C(=O)c2cn(Cc3ccc(F)cc3)c3cc(OC)c(OC)cc3c2=O)cc1	.	?	-13%	21µM*	-2.6%	-7%	14µM*	?	.
O=C(Nc1ccccc1C(F)(F)F)C1CCN(C(=O)c2cccs2)CC1	4	4%	-2%	3%	-1.2%	18%	i	4%	-6%
CC(C)c1ccc(NC(=O)COC(=O)c2nn(C)c(=O)c3ccccc23)cc1	-6	14%	4%	4%	0.7%	?	i	5%	6%
CCCC12C(=O)C(C)(C(c3ccccc3)=C1c1ccccc1)C1C(=O)N(c3ccc(C)cc3)C(=O)C12 (stereo unspecified)	0	-5%	11%	12%	0.1%	-27%	i	-14%	?

Profiles, looked up by structure:
Cc1ccc(C)c(NC(=O)Cn2c(=O)n(Cc3ccco3)c(=O)c3oc4ccccc4c32)c1 in the list: IL-1B inflam inh: .; TGFb SMAD3 inh: 0%; HepG2 viability: -51%; A549 viability: -1%; Nrf2 ARE act: 3.4%; Nrf2 inh: -14%; S2 tox: i; ATXN2 expr inh: 13%; MCF10A rerep: .
CSc1ccc(CCNC(=O)CN2C(=O)CCSc3ccccc32)cc1 in the list: IL-1B inflam inh: -3; TGFb SMAD3 inh: -7%; HepG2 viability: -8%; A549 viability: 13%; Nrf2 ARE act: 0.0%; Nrf2 inh: -9%; S2 tox: i; ATXN2 expr inh: -15%; MCF10A rerep: 0%
